Source: PubChem
Tau ThT inhib – qHTS for Inhibitors of Tau Fibril Formation, Thioflavin T Binding | Potency, µM (titrated, usually from 57.4 µM), for the others: at the top dose activity, negative = inhibition, actives largely listed as inhibitors | recombinant tau K18 P301L (four-repeat tau fragment), heparin-induced fibrillization, ThT fluorescence | 270,000 tested, 2.1% active | Microtubule-associated protein tau (Homo sapiens), P10636; further: on the % scale 0 is the no-effect control and ±100 the full control effect; nearly all actives have a fitted effect of over 55% in size
Target sequence (P10636 561-689 P618L limits assumed): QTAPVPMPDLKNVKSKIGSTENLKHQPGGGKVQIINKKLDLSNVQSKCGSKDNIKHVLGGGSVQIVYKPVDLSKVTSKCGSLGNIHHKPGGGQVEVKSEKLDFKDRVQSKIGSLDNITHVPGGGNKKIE
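Heparin-induced fibrillization of the P301L-mutant K18 repeat-domain fragment of human tau was followed by ThT binding in quantitative high-throughput format.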
SMN2 splice up – qHTS Assay for Enhancers of SMN2 Splice Variant Expression; Potency, µM (top dose mostly 46.1 µM), inactives show at the top dose activity change, positive = activation, usual class: activators; 210,000 tested, 2.8% active; HEK293 SMN2-luciferase splicing reporter, luminescence, 30-36 h; further: % of control where 0% means no effect; nearly all actives have a fitted effect of over 55% in size
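HEK293 cells carry an SMN2 […]–luciferase reporter in which exon 7 inclusion puts luciferase in frame. Cells were plated 10-12 h before compound addition, then incubated 30-36 h at 37C. ONE-Glo luminescence was read; sodium butyrate at 4.5 mM final served as control.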
ALDH1A1 block – qHTS Assay for Inhibitors of Aldehyde Dehydrogenase 1 (ALDH1A1) | Purified ALDH1A1, NADH fluorescence, propionaldehyde substrate | Potency, µM (titrated, usually from 75.3 µM), without a hit: top-dose activity, negative = inhibition, hits mostly inhibitors | 220,000 tested, 7.3% active | AID 1030, 2008; active means well fitted inhibition curve with a large enough effect, not every such curve was filed as active; inconclusive means small, poorly fitted or top-dose-only effect, or another doubt; inactive means no such curve, though single readings can be large or run the other way;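 further: plate controls were no enzyme wells and a reference inhibitor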
Luc counter – Counterscreen for Luciferase (Kinase-Glo TM) Inhibition; Kinase-Glo luciferase, ATP luminescence, 8 min; Potency, µM (doses to about 38.3 µM), without a hit: at the top dose activity change, negative = inhibition, usual class: inhibitors; 200,000 tested, 0.28% active; AID 1379, 2008; further: on the % scale 0 is the no-effect control and ±100 the full control effect; nearly all actives have a fitted effect of over 60% in size
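Light output from Kinase-Glo luciferase with luciferin and 10 uM ATP in 50 mM imidazole pH 7.2, KCl, MgCl2, Tween 20, BSA; compound pin-delivered, 8-min ambient incubation, then luminescence read.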
RECQ1 helicase – qHTS Assay for Inhibitors of RecQ-Like Dna Helicase 1 (RECQ1); ATP-dependent DNA helicase Q1 (Homo sapiens), P46063; RECQ1 DNA unwinding, red fluorescence kinetic read; Potency, µM (top dose mostly 57.3 µM), for the others: at the top dose activity, negative = inhibition, hits mostly inhibitors; 240,000 tested, 0.54% active; AID 2549, 2010;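 further: plate controls were vehicle for no effect and no enzyme for full effect; nearly all actives have a fitted effect of over 30% in size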
Target sequence (P46063 whole entry, looked up): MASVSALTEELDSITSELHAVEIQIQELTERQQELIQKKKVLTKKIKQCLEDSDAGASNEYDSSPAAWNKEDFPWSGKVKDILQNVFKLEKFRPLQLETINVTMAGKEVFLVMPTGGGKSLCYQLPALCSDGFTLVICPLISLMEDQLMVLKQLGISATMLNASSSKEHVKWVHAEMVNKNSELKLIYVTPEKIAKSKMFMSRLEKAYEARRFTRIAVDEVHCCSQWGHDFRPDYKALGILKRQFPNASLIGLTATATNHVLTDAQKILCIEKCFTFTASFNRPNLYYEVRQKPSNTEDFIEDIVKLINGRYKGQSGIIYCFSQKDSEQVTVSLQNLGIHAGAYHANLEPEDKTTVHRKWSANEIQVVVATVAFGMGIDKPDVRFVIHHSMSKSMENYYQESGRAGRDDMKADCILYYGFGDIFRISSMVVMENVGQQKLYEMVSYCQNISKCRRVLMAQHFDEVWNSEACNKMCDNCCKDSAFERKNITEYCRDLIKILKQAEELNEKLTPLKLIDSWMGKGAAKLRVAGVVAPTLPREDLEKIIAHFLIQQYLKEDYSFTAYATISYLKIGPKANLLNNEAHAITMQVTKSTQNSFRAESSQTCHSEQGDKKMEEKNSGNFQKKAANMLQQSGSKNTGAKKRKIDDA
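50 nM RECQ1T1 preincubated 15 min with compound in Tris pH 8.0 buffer with MgCl2, DTT, Tween-20 and 2.5 ug/ml poly(dI-dC); started with 200 nM TAMRA/BHQ-2 forked duplex and 2 mM ATP. Unwinding read as fluorescence (525/598 nm), two reads 2 h apart.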
L3MBTL1 block – qHTS Assay for the Inhibitors of L3MBTL1 | Potency, µM (top dose mostly 57.1 µM), for the others: at the highest dose activity, negative = inhibition, usual class: inhibitors | Lethal(3)malignant brain tumor-like protein 1 (Homo sapiens), Q9Y468 | AlphaScreen L3MBTL1–H3K9me1 peptide binding | 230,000 tested, 0.66% active; further: on the % scale 0 is the no-effect control and ±100 the full control effect; nearly all actives have a fitted effect of over 60% in size
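First, the protein-peptide complex forms for 30 min at room temperature (L3MBTL1 50 nM, biotinylated H3K9me1 peptide 75 nM). Next, compounds are pin-transferred and incubated 30 min. Finally, AlphaScreen beads are added and read after 30 min.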
KDM4E inh – qHTS Assay for Inhibitors of Human Jumonji Domain Containing 2E (JMJD2E) | Lysine-specific demethylase 4E (Homo sapiens), B2RXH2 | JMJD2E catalytic domain, FDH-coupled NADH fluorescence (FDH is formaldehyde dehydrogenase) | Potency, µM (top dose mostly 57.1 µM), inactives show at the top dose activity change, negative = inhibition, hits mostly inhibitors | 230,000 tested, 1.6% active | AID 2147, 2009; active means well fitted inhibition curve with a large enough effect, not every such curve was filed as active; inconclusive means small, poorly fitted or top-dose-only effect, or another doubt; inactive means no such curve, though single readings can be large or run the other way;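 further: 0% = wells with enzyme and -100% = buffer wells without enzyme; nearly all actives have a fitted effect of over 50% in size; many of its hits are not listed in these tables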
Lamin A splicing – qHTS Assay for Modulators of Lamin A Splicing; 200,000 tested, 0.01% active; Potency, µM (highest dose often 46.1 µM), for inactives: top-dose ratio change, negative = inhibition, hits mostly inhibitors; HeLa LMNA splicing GFP/RFP minigene ratio, 48 h; AID 1487, 2009; active means well fitted inhibition curve with a large enough effect in the signal ratio, with a control signal flat, not every such curve was filed as active; inconclusive means small, poorly fitted or top-dose-only effect, or effect the other way, or a change in a side signal; the % refers to the signal ratio; further: on the % scale 0 is the no-effect control and ±100 the full control effect
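S3 HeLa cells stably expressing lamin A-EGFP splicing minigene plus DsRed2, 600 cells/well, 48 h compound exposure at 37C. Laser-scanning cytometry; analysed as GFP (500-530 nm)/RFP (575-640 nm) total intensity ratio; 0.5% DMSO vehicle.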
The depositor's hits bear a star; i = inactive; ? = inconclusive; / = no result given; & = joins results of further samples; [ ] = remark or other dose. Unless noted, the call rests on the fitted dose curve; in most records, active means well fitted curve in the direction sought with a large enough effect; inconclusive means small, poorly fitted or top-dose-only effect, or another doubt; inactive means no such curve, though single readings can be large; an effect the other way counts as inactive or inconclusive. Potency means the concentration at half of the fitted maximal effect. An excerpt. The share of hits here may be higher or lower than overall.

SMILES | Tau ThT inhib | SMN2 splice up | ALDH1A1 block | Luc counter | RECQ1 helicase | L3MBTL1 block | KDM4E inh | Lamin A splicing
COc1cccc(Cn2c(-c3cccs3)noc2=O)c1 | 9.3% | ? | 2.6% | 2.9% | -20.1% | / | 8.9% | -4.6%
CN1C(=O)/C(=C/c2cccn2-c2ccc3ccccc3c2)C(=O)NC1=S | 15.8µM* | 0.1% | ? | -0.6% | ? | ? | -2.2% | -17.4%
Cc1ccc(S(=O)(=O)Cc2ccc(C(=O)N3CCC4(CC3)OCCO4)o2)cc1 | -4.0% | -3.7% | ? | 4.0% | -6.5% | ? | -2.2% | -9.8%
NC12CN3CN(CN(C3)C1)C2 (tested in a mixture with another compound) | 2.8% | 7.0% | -1.1% | -2.6% | i | 12.6% | 1.2% | 1.0%
NC(=O)c1ccc(OCC(O)CN2CC=C(c3ccc(F)cc3)CC2)cc1 (centres undefined) | -14.3% | -18.7% | 2.8% | -1.9% | 37.8%[activator] | / | 2.5% | ?
CN1CCc2cc3c(cc2C1O)OCO3 (centres undefined) | 0.8% | 3.5% | ? | -3.5% | -8.2% | / | ? | -11.1%
CC1CCN(C(=O)c2ccc(N3CC4CC(C3)c3cccc(=O)n3C4)c([N+](=O)[O-])c2)CC1 (centres undefined) | -8.9% | -4.1% | ? | 1.2% | 0.2% | 6.4% | 4.4% | -6.4%
COC(=O)CC1(Cc2ccccc2)C(=O)NC(=O)NC1=O | 3.0% | -5.7% | 3.8% | 0.7% | -0.4% | -1.3% | 0.5% | -4.5%
O=C(/C=C/c1ccc(F)cc1)NNC(=O)CCN1CCN(Cc2ccccc2)CC1 | -12.3% | -13.4% | -5.9% | 1.5% | -0.7% | / | -6.4% | /
C=CCn1c(O)c(C(C)=NCCN2CCN(C(=S)NC)CC2)c(=O)[nH]c1=O | 5.3% | / | / | / | i | -1.8% | 0.0% | /
O=C(N/N=C/c1c(O)n(-c2cccc3ccccc23)c(=O)[nH]c1=O)c1ccncc1 | -13.2% | / | / | / | -0.2% | ? | 12.6µM* | /
O=c1c2ccccc2nc(-c2ccccc2)n1-c1ccccn1 | -0.5% | / | -8.0% | -1.3% | i | 8.5% | -17.4% | /
Oc1c(Br)cc(Br)cc1CN1CCN(Cc2ccccc2)CC1 | -16.9% | -19.4% | 0.3% | -0.1% | -11.2% | / | -12.4% | ?
N#CC1=C(N)Oc2c(c(=O)oc3ccccc23)C1c1ccncc1 (centres undefined) | ? | -5.4% | 0.7% | 0.5% | 0.7% | 9.7% | 0.5% | 1.1%
CCCn1cc(CN2CCCC(C(=O)c3cccc(OC)c3)C2)c(C)n1 (centres undefined) | -3.4% | / | 14.3% | -1.2% | -11.8% | -0.5% | 1.5% | 8.0%[46 µM]
CCC(=NCc1ccco1)c1c(O)n(-c2ccc(OC)cc2)c(=O)[nH]c1=O | -8.7% | 2.3% | ? | -1.3% | i | / | -2.5% | -8.2%
COC(=O)N(c1ccc(OC)cc1)P1(=S)OCCC(C)O1 (centres undefined) | 28.2µM* | -15.2% | 2.24µM* | 1.4% | -4.7% | -4.6% | -1.6% | -0.7%
O=C1CC2OCC=C3CN4CC[C@]56c7ccccc7N1[C@H]5[C@H]2C3C[C@H]46 (some centres undefined) | -8.3% | / | -6.9% | 3.4% | -10.1%&-0.4% | / | 0.7% | /
CCCCCC(=O)Nc1ccccc1N1CCOCC1 | 1.4% | 0.5% | -5.7% | 0.1% | 0.9% | -0.4% | 4.7% | 9.6%
CCN1CCN(Cc2cc(Br)cc(OC)c2O)CC1 | -13.4% | -3.8% | 3.6% | 1.5% | -5.7% | 4.4% | -3.1% | -9.3%

Next section, starting with the last five of the part before.
SMILES | Tau ThT inhib | SMN2 splice up | ALDH1A1 block | Luc counter | RECQ1 helicase | L3MBTL1 block | KDM4E inh | Lamin A splicing
CCC(=NCc1ccco1)c1c(O)n(-c2ccc(OC)cc2)c(=O)[nH]c1=O | -8.7% | 2.3% | ? | -1.3% | i | / | -2.5% | -8.2%
COC(=O)N(c1ccc(OC)cc1)P1(=S)OCCC(C)O1 (centres undefined) | 28.2µM* | -15.2% | 2.24µM* | 1.4% | -4.7% | -4.6% | -1.6% | -0.7%
O=C1CC2OCC=C3CN4CC[C@]56c7ccccc7N1[C@H]5[C@H]2C3C[C@H]46 (some centres undefined) | -8.3% | / | -6.9% | 3.4% | -10.1%&-0.4% | / | 0.7% | /
CCCCCC(=O)Nc1ccccc1N1CCOCC1 | 1.4% | 0.5% | -5.7% | 0.1% | 0.9% | -0.4% | 4.7% | 9.6%
CCN1CCN(Cc2cc(Br)cc(OC)c2O)CC1 | -13.4% | -3.8% | 3.6% | 1.5% | -5.7% | 4.4% | -3.1% | -9.3%
O[C@H]1C2CCC1C(N1CCCCC1)CC2 (some centres undefined) | -7.2% | / | 8.9% | -2.8% | -4.8% | / | 1.2% | 0.0%
CCCN1CCC2(CC1)NC(CO)(CO)CO2 | -6.4% | 5.5% | 1.7% | -1.9% | -1.9% | -1.4% | 35.8%[activator] | -3.8%
Nc1ccc(Br)cc1C(=O)c1ccccc1 | -11.3% | -20.6% | 3.1% | 3.1% | -1.5% | / | 10.8% | 20.6%[9.22 µM]
CCCCCn1c(SCCCC)nc2c1c(=O)[nH]c(=O)n2C | -9.1% | 8.7% | 20µM* | 2.3% | -0.5% | / | -6.1% | 14.9%
O=C1CCCC2C3CC(CN12)C1CCCCN1C3 (centres undefined) | 2.7% | 7.1% | 6.2% | -3.1% | i | / | 1.6% | -4.5%
Cn1c(O)c(C2=NNC(c3ccc(Cl)cc3)C2)c(=O)n(C)c1=O (centres undefined) | ? | / | / | / | i | -16.4% | ? | /
O=C1CCCCC1 | / | 5.2% | ? | / | -9.3% | 2.9% | / | /
C=C(C)CSc1nnc([C@@H](N)Cc2ccccc2)o1 | -6.4% | / | / | / | i | 19.3% | 6.7% | /
O=C(O)C1CN(CP(=O)(O)O)CCN1 (centres undefined) | -11.3% | / | 2.2% | -1.1%[39.9 µM] | 10.6% | / | / | /
O=C(C[N+]12CCC(CC1)C(C(O)(c1ccccc1)c1ccccc1)C2)c1ccc(Br)cc1 (centres undefined) | -20.8% | / | / | / | -2.3% | -4.6% | 7.1% | /
CNC(=O)Oc1cccc(-c2cn3cc(OC(=O)NC)ccc3n2)c1 | 14.1µM* | 12.6µM* | ? | -23.2% | -22.8% | -6.0% | ? | -7.4%
C[C@]12CCC3C(CC[C@H]4C[C@H](O)CC[C@]34C)C1CC[C@@H]2C(=O)CO (some centres undefined) | -17.0% | -27.1% | 7.5% | -3.1% | -9.1% | / | 5.8% | ?
CC(C)(Cl)[N+](=O)[O-] | / | 12.6% | 19.4% | / | 8.2% | 1.9% | / | /
CCOc1ccc(-n2c(-c3cccs3)nc3ccccc3c2=O)cc1 | -7.9% | / | 4.0% | 0.3% | 3.9% | -10.6% | -20.8% | ?
CCCCCCOc1ccc(CN2CCN(C)CC2)cc1 | 2.6% | -2.8% | 6.5% | 1.3% | -6.0% | 4.9% | -5.5% | -1.9%
C[C@@]12CC(c3ccoc3)OC(=O)C1CC[C@@]1(C)C2C2C=C[C@@]1(O)C(=O)O2 (some centres undefined) | ? | -14.0% | -7.5% | -1.1% | -12.7% | / | -5.5% | 11.2%
O=C(Nc1ccc(Cl)cc1C(=O)c1ccccc1Cl)c1ccco1 | -0.8% | -8.2% | 14.4% | 5.5% | -3.0% | 8.8% | 1.3% | 9.1%
CCC(C)C(=O)OC1C(O)C2C(CN3CC(C)CCC3[C@]2(C)O)C2C[C@]34O[C@@]5(O)C(OC(=O)C(C)(O)C(C)O)CCC3(C)C5C(OC(C)=O)C(OC(C)=O)C4[C@@]21O (some centres undefined) | -5.1% | 2.8% | 9.1% | -4.2% | -5.6% | / | -6.5% | /
CCCC(C)C1(CC)C(=O)NC(=S)NC1=O (centres undefined) | -5.3% | / | -1.7% | -2.0%[39.9 µM] | -4.2% | / | / | ?
C[C@]12[C@H](O)CC3C(CC[C@@H]4C[C@@H](O)CC[C@]34C)[C@@]1(O)CC[C@@H]2C1=CC(=O)OC1 (some centres undefined) | -0.9% | / | 4.1% | -1.0% | 0.5% | / | 6.0% | /
CC1CN=C(Nc2cccc3ccccc23)S1 (centres undefined) | -3.2% | -1.5% | 0.9% | -2.2% | -7.6% | -0.2% | 0.5% | -5.4%
Cc1ccsc1C(=O)C1CCCN(Cc2cccc(OCCO)c2)C1 (centres undefined) | 3.1% | / | -7.2% | -6.4% | i | -15.3% | -8.8% | /
COc1cccc(-n2c(-c3ccoc3)nc3ccccc3c2=O)c1 | -12.0% | -7.5% | -2.9% | -0.4% | i | / | -1.8% | -3.4%
Clc1ccc(Cn2ccnc2)cn1 | -6.0% | / | 7.6% | 1.9% | -1.3% | -0.1% | -5.0% | /
Cc1cccc(OCC(=O)N2CCN(Cc3cccnc3)CC2)c1 | 1.4% | / | -8.0% | -4.7% | i | 2.0% | -3.5% | -6.3%[46 µM]
CC(=O)Nc1ccc(OC(=O)N(C)C)cc1 | -2.4% | -4.9% | 8.0% | -3.1% | -0.6% | 2.9% | 10.9% | ?
CCN(CC)CCO[C@H]1CC[C@@]2(C)C(=CC[C@@H]3[C@H]2CC[C@]2(C)C(=O)CC[C@H]32)C1 | -12.7% | / | -6.3% | -1.6% | i | / | -8.2% | /
COc1ccc(NC(=S)NCCN2CCOCC2)cc1 | 0.6% | / | 1.26µM* | -0.5% | i | 0.6% | 4.6% | -7.4%[46 µM]
